PTHR1 ag – PTHR1 (human) receptor agonism; HEK293 GP2 PTHR1 cells, GloSensor cAMP luminescence, 1 h; Potency, µM (highest dose often 115 µM), without a hit: top-dose activation, most hits filed as activators; 0.075% of 410,000 active; AID 743266; further: potency means the concentration at half of the fitted maximal effect; nearly all actives have a fitted effect of over 55% in size; some results filed as inactive show a strong effect at the top dose; inactives centre near -15; many of its hits are not listed in these tables
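HEK-293-derived GP2 cells expressing PTHR1 and a GloSensor cAMP reporter, 3,000/well, plated overnight, given luciferin plus IBMX (each 0.5 mM as added) for 1 h at 37 °C, then compound for 1 h at 37 °C. Luminescence was read after 15 min at room temperature.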
GLP-1R inv ag – acts as inverse agonist at human GLP-1 receptor | P43220 | HEK293 GLP-1R CRE-luciferase, luminescence, 24 h; GLP-1R form is constitutively active | Potency, µM (highest dose often 38.3 µM), without a hit: at the highest dose activity change, negative = inhibition, actives largely listed as inhibitors | 1.6% of 410,000 active | AID 624417; further: potency means the concentration at half of the fitted maximal effect; on the % scale 0 is the no-effect control and ±100 the full control effect; nearly all actives have a fitted effect of over 55% in size
Target sequence (P43220 whole entry, looked up): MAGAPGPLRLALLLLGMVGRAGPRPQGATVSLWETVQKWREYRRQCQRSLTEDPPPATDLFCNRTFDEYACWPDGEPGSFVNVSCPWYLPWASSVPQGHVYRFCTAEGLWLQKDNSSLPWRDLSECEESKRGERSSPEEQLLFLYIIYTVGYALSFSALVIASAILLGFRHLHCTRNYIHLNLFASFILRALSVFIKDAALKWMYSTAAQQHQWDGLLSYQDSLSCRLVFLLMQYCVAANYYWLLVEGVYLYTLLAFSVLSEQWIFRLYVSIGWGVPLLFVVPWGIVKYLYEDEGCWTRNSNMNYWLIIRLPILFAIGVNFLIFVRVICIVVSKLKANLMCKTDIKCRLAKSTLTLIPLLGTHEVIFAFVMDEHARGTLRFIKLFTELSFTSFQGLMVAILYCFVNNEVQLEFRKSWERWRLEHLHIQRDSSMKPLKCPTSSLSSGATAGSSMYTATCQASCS
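Constitutively active GLP-1R drives a cAMP-responsive luciferase in stably transfected HEK293 cells; test compounds are added after overnight (12 h) attachment and left 24 hr, and signal loss in luminescence marks inhibition.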
FUS suppressor – suppressors of FUS proteinopathy in yeast; S. cerevisiae FUS-expressing, growth rescue, OD600, 24 h; Potency, µM (series often up to 76.6 µM), inactives show at the highest dose growth rescue (activation), most hits filed as activators; 0.24% of 390,000 active; AID 1347120;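 further: potency means the concentration at half of the fitted maximal effect; plate controls were DMSO vehicle for no effect and reference control for full effect; nearly all actives have a fitted effect of over 55% in size; some results filed as inactive show a strong effect at the top dose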
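Compound concentration series was pinned onto galactose-induced FUS-expressing yeast seeded at OD 0.005. Plates sat 24hr at 30C; absorbance at 600 nm gave growth. DMSO served as background control.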
GLP1R ag – agonists of human GLP-1 receptor. HEK293 GLP-1R CRE-luciferase, luminescence, 4-6 h; cells express a hypersensitive GLP-1R form. 0.007% of 380,000 active. AID 624172. Potency, µM (doses to about 45.6 µM), for the others: top-dose activation, most hits filed as activators. P43220; further: potency means the concentration at half of the fitted maximal effect; % of control where 0% means no effect
aSyn rescue – alpha-synuclein toxicity inhibition in yeast. Yeast expressing alpha-synuclein, growth rescue, BacTiter-Glo, 24 h. Potency, µM (highest dose often 46.1 µM), without a hit: at the highest dose growth rescue (activation), most hits filed as activators. 0.14% of 370,000 active. AID 652106; further: potency means the concentration at half of the fitted maximal effect; % of control where 0% means no effect; nearly all actives have a fitted effect of over 65% in size
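Screening used galactose-induced yeast with toxic alpha-synuclein levels, exposed to compound for 24 hr at 30 deg C. Cell growth, read with BacTiter-Glo luminescence, gave the measured signal.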
Abeta rescue – compounds reversing amyloid beta toxicity in yeast; yeast expressing A-beta42, growth rescue, OD600, 48 h; response scale: 0% DMSO, 100% iron-clioquinol control; Potency, µM (series often up to 46.1 µM), without a hit: top-dose growth rescue, most hits filed as activators; 0.063% of 410,000 active; further: potency means the concentration at half of the fitted maximal effect; nearly all actives have a fitted effect of over 55% in size
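Growth rescue measured by 600 nm absorbance after 48 h yeast culture at 30 C with compound. Values normalized between DMSO and an equimolar ferric chloride plus clioquinol control.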
TDP43 rescue – rescues yeast growth from TDP-43 toxicity; TDP-43 expressing yeast growth rescue, BacTiter-Glo, 24 h; Potency, µM (doses to about 46.1 µM), for the others: at the top dose growth rescue (activation), usual class: activators; 1.8% of 410,000 active; AID 652104; further: potency means the concentration at half of the fitted maximal effect; % of control where 0% means no effect; nearly all actives have a fitted effect of over 50% in size
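Cell-based yeast growth screen: TDP-43 expression induced in galactose, inoculum OD600=0.02 after raffinose pregrowth to mid-log. Read-out BacTiter-Glo luminescence at 24 hr, 30 deg C; inhibition of toxicity seen as signal increase.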
D3 antag – blocks the human D3 dopamine receptor; max response, negative = inhibition, %; D3R cells, DiscoveRx beta-arrestin luminescence, antagonist mode; stronger effect = lower value; 2.5% of 360,000 active; in the data active means max response below about -50%; inconclusive means no clear call, values can overlap the other calls; further: on the % scale 0 is the no-effect control and ±100 the full control effect; mostly tested at two doses, the higher about 12 µM
Target sequence (P35462 whole entry, looked up): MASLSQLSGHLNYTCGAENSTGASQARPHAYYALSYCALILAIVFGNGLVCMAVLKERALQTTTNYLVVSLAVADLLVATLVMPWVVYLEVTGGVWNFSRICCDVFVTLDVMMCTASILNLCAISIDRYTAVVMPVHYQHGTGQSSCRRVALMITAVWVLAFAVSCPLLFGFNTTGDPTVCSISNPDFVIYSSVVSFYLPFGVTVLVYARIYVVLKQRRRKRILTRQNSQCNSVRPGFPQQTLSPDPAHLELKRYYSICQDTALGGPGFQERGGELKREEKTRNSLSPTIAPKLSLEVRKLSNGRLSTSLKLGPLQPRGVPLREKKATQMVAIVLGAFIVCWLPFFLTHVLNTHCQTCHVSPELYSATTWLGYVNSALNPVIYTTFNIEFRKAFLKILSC
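Cells plated overnight at 1500 cells/well, then exposed to library compounds with dopamine controls for 90 minutes at 37 degrees C. DiscoveRx reagent added for 30–60 minutes at room temperature; luminescence read, quantitative HTS format.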
Akt phos inh – blocks phosphorylation of Akt | Neuro2A IGF-stimulated pAkt S473 HTRF, 20 min; stronger effect = lower value | activity change, % for hits at 50 µM | 0.32% of 360,000 active; in the data active means activity change below about -80%; inconclusive means mostly about -51% to -80%; further: on the % scale 0 is the no-effect control and ±100 the full control effect
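Neuro2A cells in DMEM with 0.5% FBS, overnight at 37 deg C, given compound at single 50 µM final, then IGF (6 nM final) for 20 min at 37 deg C. Lysed; phospho-Akt Ser473 by HTRF after 24 h, 665/615 ratio.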
Numbers without * were called inactive; i = inactive; ? = inconclusive; . = no result given; [ ] = another dose, or the depositor's remark. Unless noted, the call rests on the fitted dose curve; in most records, active means well fitted curve in the direction sought with a large enough effect; inconclusive means small, poorly fitted or top-dose-only effect, or another doubt; inactive means no such curve, though single readings can be large; an effect the other way counts as inactive or inconclusive. An excerpt, so the mix of outcomes need not match the whole.

SMILES | PTHR1 ag | GLP-1R inv ag | FUS suppressor | GLP1R ag | aSyn rescue | Abeta rescue | TDP43 rescue | D3 antag | Akt phos inh
COc1ccc(CC(N)c2csc(NC(=O)c3ccccc3OC)n2)cc1 (stereo not given) | -78%[inhibitor] | 4% | 41% | 2% | 0% | -13% | -3% | 15 | i
CCOC(=O)CSc1cc(CS(C)(=O)=O)nc(-c2ccccn2)n1 | i | -6% | 7% | 11% | 0% | -10% | -18% | 1 | i
CCOCCCNC(=O)c1ccccc1SC | i | 14% | 13% | -5% | -5% | 7% | 0% | -13 | i
COc1ccc(N=Nc2ccc(O)c3ncccc23)cc1 | -40%[inhibitor] | ? | 3% | -1% | ? | 25% | ? | -76* | i
CCc1nn(C(CC)C(=O)NCc2cccc(OC)c2)c(=O)c2cc3occc3n12 (stereo not given) | -21% | ? | 9% | 20% | 16% | 11% | -5% | 4 | i
CNc1ccc(Oc2nc([N+](=O)[O-])nn2C)cc1 | i | 21% | -10% | -3% | 2% | 4% | 15% | 1 | i
CCOc1ccc(C2CC(c3ccc(F)cc3)Nc3nc(N)nn32)cc1 (stereo not given) | i | 13% | -4% | 0% | 1% | -2% | 12% | 20 | i
CN(CCCS(=O)(=O)[O-])c1ccc(/C=C/c2ccc3ccccc3[n+]2C)cc1 | i | 5% | -4% | 4% | -5% | -24% | -15% | 5 | i
CC(C)c1ccc(/C=N/n2c(COc3ccccc3)n[nH]c2=S)cc1 | -9% | ? | ? | 19% | ? | ? | -5% | ? | i
CC(C)(C)N1CC23C=CC(C[C@@H]2C1=O)O3 (stereo not given in full) | -21% | 29% | -15% | 0% | -1% | 0% | 8% | ? | i
CCC1(CC)C(=O)NC(=O)NC1=NCCc1ccc(O)cc1 | 22%[57.5 µM] | 14% | -10% | -13% | 3% | -7% | 0% | 6 | i
CCc1nc(SCC(=O)Nc2c(C)n(C)n(-c3ccccc3)c2=O)n[nH]1 | i | -14% | -22% | -18% | 3% | 15% | 10% | 11 | i
CCOC(=O)CCn1c2nc(C)cc(C)c2c(=O)n1-c1ccccc1 | i | 5% | 11% | -4% | 3% | 18% | 16% | 1 | i
CCN(CC)S(=O)(=O)c1cccc(C(=O)OCc2cc(=O)n3nc(C)sc3n2)c1 | i | -6% | 31% | 22% | 0% | -14% | 7% | 32 | i
CCOC(=O)C1CCCCN1C(=O)CCn1nnnc1CN1CCOCC1 (stereo not given) | -13% | 3% | -4% | -6% | 0% | 6% | 3% | -2 | i
CC(C)(C)NS(=O)(=O)c1ccc(C(=O)Nc2ccc3c(c2)OCO3)cc1 | i | ? | -28% | 14% | -1% | 5% | -2% | 6 | i
O=C(c1ccc(COc2ccccc2Cl)o1)N1CCN(c2ccccc2)CC1 | i | ? | 38% | 10% | 23% | 12% | 35µM* | 5 | i
CCOC(=O)[C@H]1[C@H]2COc3ccc(C)cc3[C@@H]2N2C(=O)c3ccc(C)cc3NC(=O)[C@@]12C | i | -8% | -12% | -1% | 0% | -5% | 7% | 0 | i
CC(C)(C)c1nnc2sc(SCC(=O)N3CCCc4ccccc43)nn2c1=O | -19%[57.5 µM] | -22% | 42% | -9% | 5% | -22% | 9% | -29 | i
COc1ccc(-c2csc3ncnc(Nc4ccccc4)c23)cc1 | -2% | 6% | -23% | . | . | -5% | 3% | . | .
O=C(Nc1ccccc1)N1CCN(Cc2ccccc2)CC1 | i | 7% | 7% | 2% | 0% | -1% | 5% | -71* | i
CCOc1ccccc1C1c2[nH]c3ccccc3c2C[C@H]2C(=O)N(C3CC3)CC(=O)N12 (stereo not given in full) | i | -21% | 37% | -3% | 4% | 15% | 5% | -7 | i
CCC(=O)N1c2ccc(S(=O)(=O)NCCc3ccc(OC)c(OC)c3)cc2CC1C (stereo not given) | -20% | 30% | 3% | 11% | -3% | 12% | -4% | 3 | i
O=C(Nc1ccc2c(c1)OCCO2)C1CCN(c2ncccn2)CC1 | 1% | -16% | 14% | 2% | -5% | 5% | -13% | -12 | i
C=CCc1c(C)nc(SCC(=C)C)[nH]c1=O | -7%[57.5 µM] | 7% | 13% | 8% | 10% | 11% | 28% | 17 | i

Part of the list above, limited to aSyn rescue and FUS suppressor:
SMILES | aSyn rescue | FUS suppressor
CC(C)c1ccc(/C=N/n2c(COc3ccccc3)n[nH]c2=S)cc1 | ? | ?
CC(C)(C)N1CC23C=CC(C[C@@H]2C1=O)O3 (stereo not given in full) | -1% | -15%
CCC1(CC)C(=O)NC(=O)NC1=NCCc1ccc(O)cc1 | 3% | -10%
CCc1nc(SCC(=O)Nc2c(C)n(C)n(-c3ccccc3)c2=O)n[nH]1 | 3% | -22%

(list continues)
SMILES | PTHR1 ag | GLP-1R inv ag | FUS suppressor | GLP1R ag | aSyn rescue | Abeta rescue | TDP43 rescue | D3 antag | Akt phos inh
Cc1ccc2oc(C(=O)N(Cc3nccn3C)C(C)C)c(C)c2c1 | i | 1% | -5% | 5% | -1% | 17% | 5% | 10 | i
CCOC(=O)c1c(-c2ccccc2)oc2ccc(N(C(C)=O)S(=O)(=O)c3ccc(CC)cc3)cc12 | i | -10% | 9% | . | . | -6% | 14% | . | .
COc1ccc(CCC(=O)Nc2cc(Cl)ccc2OC)cc1 | -25% | -30% | -2% | 27% | -6% | 1% | ? | 16 | i
Cc1ccnc(N2CCCC(C(=O)Nc3cccc(C)c3C)C2)n1 (stereo not given) | i | 4% | -9% | 3% | 3% | -7% | 7% | -1 | i
Cc1ccc(N2CC(C(=O)NCC3CCCO3)CC2=O)cc1Cl (stereo not given) | 3%[57.5 µM] | 18% | 9% | -2% | 2% | 2% | 5% | 19 | i
Cc1cnc(C(=O)OCC(=O)NC2CCCCC2)cn1 | 0% | 2% | 22% | 1% | -3% | 2% | 0% | -28 | i
CCOC(=O)CNC(=O)c1cc2c(=O)n3cccc(C)c3nc2n1C | ? | -4% | -11% | . | . | -8% | 7% | . | .
CCN1C(=O)[C@@H]2[C@H](C1=O)[C@@H]1C(=O)Nc3ccccc3C(=O)N1[C@@H]2c1ccc(OC)cc1 | 6% | 14% | -21% | -3% | 2% | -18% | -3% | -7 | i
CCOc1cc(/C=C(\C#N)C(=O)NCC2CCCO2)ccc1OCC(N)=O (stereo not given) | 17% | 2% | -6% | -5% | -5% | 0% | 6% | 4 | i
Cc1ccc(S(=O)(=O)NC(CC(=O)O)c2ccccc2)cc1 (stereo not given) | -23%[57.5 µM] | 0% | 22% | 3% | -6% | -16% | -3% | -18 | i
COc1ccc(S(=O)(=O)N2CCc3ccccc32)cc1C(=O)NCCc1ccccn1 | -20% | -16%[0.307 µM] | 11% | 1% | -2% | -5% | 8% | 12 | i
COc1ccc(/C=C(\C#N)c2c[nH]c3ccccc23)cc1 | i | ? | 0% | 31% | 6% | 25% | -10% | -20 | i
Cc1cc2c(s1)c1cnn(CC(=O)NCCc3ccccc3)c(=O)c1n2C | -17%[57.5 µM] | 0% | -2% | -10% | -1% | 16% | -3% | 12 | i
COc1ccc(NC(=O)c2cc(F)c(F)cc2Cl)cc1Cl | i | -16% | 8% | 20% | -8% | -11% | -7% | -28 | i
CCN(CC)CCNC(=O)c1ccc(Cl)c(S(=O)(=O)N2CCCCCC2)c1 | -34%[57.5 µM] | 2.5µM* | 2% | -4% | -15% | 18% | 0% | 0 | i
COCCCNC(=O)c1cn(Cc2c(F)cccc2Cl)nn1 | -2%[57.5 µM] | -5% | 10% | -6% | 6% | 9% | 5% | 3 | i
Cc1ccc(OCC(=O)N/N=C/c2ccc3c(c2)OCO3)cc1C | i | ? | -18% | 10% | 1% | -8% | 13% | 13 | i
CC(C)CCNC(=O)c1ccc(CSCc2cccc(F)c2)o1 | i | ? | . | 3% | -1% | 1% | ? | -20 | i
Cc1ccc(NS(=O)(=O)c2ccc(C(=O)N3CCC3)cc2)cc1 | i | -19% | 7% | 11% | 9% | 10% | -21% | 11 | i
CCCCCCNc1ncnc2c1sc1nc(N3CCOCC3)c3c(c12)CCCC3 | -12% | 6% | -19% | 2% | -2% | -9% | 17% | . | .
COc1ccc(NC(=O)CN2C(=O)COc3ccc(C)cc32)cc1 | 9% | 3% | -4% | -1% | -2% | -18% | -3% | -17 | i
O=C(NCc1ccccc1)c1ncn[nH]1 | 21% | -20% | 25% | -3% | 1% | 10% | 5% | 5 | i
CCC(C)N1C(=O)S/C(=C/c2ccc3c(c2)n(C)c(=O)n3C)C1=O (stereo not given) | -16% | 93%[activator] | 21% | 10% | 8% | -8% | -7% | 32 | i
O=C(NC1CC1)c1cc2c(F)cccc2s1 | -72%[inhibitor] | 7% | -15% | 5% | 1% | -6% | ? | 1 | i
O=C(C1CCCO1)N1CCc2ccccc21 (stereo not given) | i | -14% | 19% | 9% | -3% | 1% | 10% | 5 | i
COc1ccc(-c2c(-c3ccc(S(C)(=O)=O)cc3)sc3ccc(OC)cc23)cc1 | i | -21% | 31% | 4% | -1% | 10% | 8% | 24 | i
COC(=O)C(C)N(C#N)c1nc(C)cc(C)n1 (stereo not given) | i | 4% | -22% | 12% | 1% | -3% | -15% | -13 | i
COc1ccc2ccccc2c1C1NC(=O)NC(C)=C1[N+](=O)[O-] (stereo not given) | -55%[inhibitor] | 2% | 53% | -2% | -3% | 8% | ? | -7 | i
CCN(CC)S(=O)(=O)c1nnc(NC(=O)COc2ccccc2Cl)s1 | -4% | 0% | 0% | . | . | 8% | 23% | . | .
COc1cccc(C2CC(C(F)(F)F)n3nc(C(=O)Nc4c(C)n(C)n(-c5ccccc5)c4=O)cc3N2)c1 (stereo not given) | -25% | ? | 24% | 1% | -1% | -8% | . | -87* | i

Source: PubChem (National Center for Advancing Translational Sciences (NCATS))
